MCL1-BIM inh: inhibitors of MCL1 binding to BIM-BH3, primary screen, biochemical, fluorescence polarization | 320,000 compounds, 0.68% hits | inhibition, % at 10.9 µM | Induced myeloid leukemia cell differentiation protein Mcl-1 (Homo sapiens), Q07820 | GST-MCL1 / FITC-Bim-BH3 fluorescence polarization;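 active = inhibition above the mean inhibition of all tested compounds plus 3 SD, set per campaign, cut at about 40% in these data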;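 also: 0% = DMSO wells and 100% = unlabeled Bim-BH3 peptide control; higher means more loss of mP so more displacement of Bim peptide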
BCLXL inh: inhibitors of human Bcl-xL, primary screen, biochemical, fluorescence polarization, HTS | GST-Bcl-xL / FITC-Bim BH3 peptide fluorescence polarization | Bcl-2-like protein 1 (Homo sapiens), Q07817 | 320,000 compounds, 0.7% hits | inhibition, % at 10.9 µM;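 active = inhibition above the mean of all tested compounds plus 3 SD, cutoff set per campaign, cut at about 30% in these data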;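 also: 0% = DMSO wells and 100% = unlabeled Bim-BH3 peptide competitor; inhibitors lower millipolarization by displacing the labeled peptide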
Target sequence (Q07817 whole entry, looked up): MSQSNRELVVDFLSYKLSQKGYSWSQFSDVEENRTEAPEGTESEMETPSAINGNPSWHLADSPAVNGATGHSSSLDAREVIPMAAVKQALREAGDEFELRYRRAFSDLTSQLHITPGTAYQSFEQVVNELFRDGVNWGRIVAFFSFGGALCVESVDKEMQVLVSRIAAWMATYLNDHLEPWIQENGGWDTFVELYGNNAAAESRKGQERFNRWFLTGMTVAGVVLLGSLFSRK
PAFAH1B2 FP inh: PAFAH1B2 enzyme inhibitors, primary screen, biochemical, fluorescence polarization, human; recombinant PAFAH1B2, FP-rhodamine activity probe; inhibition, % at 3.39 µM; 340,000 compounds, 1.2% hits; AID 492953, 2010;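 active = inhibition above the mean of all tested compounds plus 3 SD, cut at about 24% in these data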;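 also: 0% = enzyme with DMSO and 100% = wells lacking PAFAH1B2; many of its hits are not listed in these tables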
Fam108B inh: mouse Fam108B serine hydrolase inhibitors, primary screen, counter-screen for RBBP9 inhibitor project, biochemical, fluorescence polarization. recombinant Fam108B, FP-Rh probe fluorescence polarization. 300,000 compounds, 0.33% hits. inhibition, % at 9.51 µM;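 active = inhibition above the screen mean inhibition plus 3 SD, computed separately per campaign, cut at about 18% in these data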;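 also: inhibitors lower polarization as less probe binds the enzyme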
AHR act: AHR activators, primary screen, cell-based, luminescence, luciferase reporter, human; 320,000 compounds, 2.5% hits; AHR-responsive luciferase reporter cells; activation, % at 5 µM; in the data active = activation above about 47%;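 also: 0% = vehicle wells and 100% = reference agonist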
pPAFAH FP inh: pPAFAH enzyme inhibitors, primary screen, biochemical, fluorescence polarization, human; recombinant pPAFAH, FP-rhodamine probe fluorescence polarization; inhibition, % at 3.39 µM; 330,000 compounds, 1.5% hits;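 active = inhibition above the mean inhibition across the screen plus 3 SD, cut at about 25% in these data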;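 also: inhibitors block binding of the rhodamine activity-based probe so polarization drops; 0% = enzyme with DMSO and 100% = wells lacking pPAFAH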
Target sequence (Q13093 whole entry, looked up): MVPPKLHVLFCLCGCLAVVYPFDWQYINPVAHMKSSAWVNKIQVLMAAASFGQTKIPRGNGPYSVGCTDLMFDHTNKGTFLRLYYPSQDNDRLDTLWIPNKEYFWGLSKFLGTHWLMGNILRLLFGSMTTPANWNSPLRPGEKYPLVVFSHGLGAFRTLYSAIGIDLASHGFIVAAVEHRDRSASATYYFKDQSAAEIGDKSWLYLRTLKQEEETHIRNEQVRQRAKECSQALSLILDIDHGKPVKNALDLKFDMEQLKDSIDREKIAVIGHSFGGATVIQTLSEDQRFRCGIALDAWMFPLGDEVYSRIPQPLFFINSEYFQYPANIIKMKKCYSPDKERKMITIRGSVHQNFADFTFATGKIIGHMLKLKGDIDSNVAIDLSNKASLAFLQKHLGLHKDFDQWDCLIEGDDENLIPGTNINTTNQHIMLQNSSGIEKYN
MEX-5 binding: MEX-5 zinc finger RNA-binding disruptors – biochemical, C. elegans, fluorescence polarization, MLPCN library, primary screen. Zinc finger protein mex-5 (Caenorhabditis elegans), Q9XUB2. MEX-5/FITC-TCR2 RNA binding; hits give low values. activity score (negative = inhibition of binding), % at 10 µM. 300,000 compounds, 0.38% hits. AID 1832, 2009;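 active = inhibition past about -25% in most replicates, and total fluorescence under double the plate's negative control median, limit read from the data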;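 also: 0% = DMSO and -100% = 5 µM competing unlabeled TCR2 RNA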
PME-1 primary: PME-1 inhibitors via competitive probe labeling, primary screen, biochemical, fluorescence polarization, FP-Rh probe, HTS. inhibition, % at 5.9 µM. Protein phosphatase methylesterase 1 (Homo sapiens), Q9Y570. recombinant PME-1. 320,000 compounds, 0.53% hits;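 active = inhibition above the campaign mean of all compounds plus 3 SD, cut at about 26% in these data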;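 also: competitive labeling of PME-1 active site by serine hydrolase directed probe; 0% = PME-1 with DMSO and 100% = wells lacking PME-1 enzyme; inhibitors block probe labeling so polarization falls and inhibition rises; many of its hits are not listed in these tables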
Target sequence (Q9Y570 whole entry, looked up): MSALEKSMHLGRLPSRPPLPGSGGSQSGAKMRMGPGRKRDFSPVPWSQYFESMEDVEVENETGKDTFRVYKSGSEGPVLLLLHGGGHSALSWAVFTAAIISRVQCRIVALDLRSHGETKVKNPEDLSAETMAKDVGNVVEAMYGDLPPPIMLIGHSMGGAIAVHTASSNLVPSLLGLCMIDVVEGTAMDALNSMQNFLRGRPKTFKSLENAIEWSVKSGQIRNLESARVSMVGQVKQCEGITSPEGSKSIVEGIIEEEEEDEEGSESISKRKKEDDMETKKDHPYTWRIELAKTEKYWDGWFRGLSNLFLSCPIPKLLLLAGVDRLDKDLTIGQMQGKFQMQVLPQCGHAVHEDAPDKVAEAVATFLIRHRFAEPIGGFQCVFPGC
GLD-1 RNA inh: GLD-1/TGE RNA complex disruptors, primary screen, biochemical, fluorescence polarization; purified GLD-1 + fluorescein TGE RNA; Female germline-specific tumor suppressor gld-1 (Caenorhabditis elegans), Q17339; 320,000 compounds, 0.44% hits; inhibition, % at 5.96 µM;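 active = percent inhibition above a per-plate cutoff, the plate mean of test compounds plus 3 SD, cut at about 30% in these data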;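 also: 0% = DMSO wells with GLD-1 and probe and 100% = wells lacking GLD-1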
* hit, by the source's call; . = not tested or not shown. This is a subset, so the mix of outcomes need not match the whole.

smiles | BCLXL inh | PME-1 primary | MEX-5 binding | PAFAH1B2 FP inh | AHR act | pPAFAH FP inh | Fam108B inh | MCL1-BIM inh | GLD-1 RNA inh
CCCS(=O)(=O)N1CCCC(C(=O)NCCCN(Cc2ccccc2)C(C)C)C1 (stereo not given) | 7 | -7 | -0.9 | 2 | 2 | 4 | 7 | 3 | -6
CCCCC(CC)C1OCC(C[N+]2(C)CCOCC2)O1 (stereo not given) | -5 | 4 | -0.7 | 3 | 4 | -2 | 3 | -26 | -5
COc1ccc(NC(=O)c2ccc(Oc3ncccn3)cc2)cc1 | 4 | -2 | 0.2 | 1 | 4 | 1 | 4 | 3 | 1
COc1ccc(N(CC(=O)Nc2ccccc2C(=O)NCc2ccco2)S(C)(=O)=O)cc1 | 3 | 3 | 0.7 | -1 | -1 | -2 | -1 | 5 | -2
CC(=O)Nc1ccc(S(=O)(=O)N(C)CC(=O)OCC(=O)NCc2ccco2)cc1 | 4 | 6 | 0.2 | 3 | -2 | -1 | -2 | 2 | 4
CCS(=O)(=O)N1CCC(C(=O)NCC2CCCO2)CC1 (stereo not given) | -2 | 5 | 0.2 | -6 | -1 | 9 | 1 | -4 | -2
O=C(CSc1nnc(SCc2cccc3ccccc23)s1)N/N=C/C=C/c1ccccc1[N+](=O)[O-] | -2 | -35 | -0.7 | -4 | 2 | -2 | -19 | -4 | 3
CCN(CC(=O)Nc1c(F)cccc1F)C(=O)CN1C(=O)c2ccccc2C1=O | 3 | -3 | 0.1 | -3 | 1 | 6 | -1 | 1 | 3
CC(C)c1nc(SCC(=O)Nc2c[nH]c(=O)[nH]c2=O)c2cnn(-c3ccccc3)c2n1 | -6 | -12 | -1.3 | -6 | 2 | 0 | -7 | 0 | -1
COc1cccc(NC(=O)c2ccccc2SC)c1 | 3 | -1 | 3.0 | 0 | -3 | 0 | -3 | 6 | 0
Cc1cc(NC(=O)CSc2nccn2C)n(-c2ccccc2)n1 | 0 | -5 | -1.7 | -3 | 4 | -4 | -1 | 0 | 2
CCN(Cc1ccncc1)Cc1cn[nH]c1-c1cc(OC)c(OC)c(OC)c1 | -2 | -6 | -0.9 | -2 | 8 | 4 | 0 | -6 | 5
Cc1cc(N(C)C)c(C#N)c(N2CCOCC2)n1 | 4 | 2 | 2.4 | 2 | -1 | -1 | 5 | -5 | -2
CCN1CCN(Cc2ccccc2NC(=O)Nc2ccc(C)cc2)CC1 | 5 | 6 | -4.5 | 2 | 11 | 0 | 0 | 5 | 2
CC(C)C1CC(CCN2CCCCC2)(c2ccccc2)CCO1 (stereo not given) | 8 | 0 | -0.2 | 1 | 3 | 1 | -3 | 9 | 2
CC(=O)C[C@H](O)CC(=O)[C@H]1OC(=O)[C@H](C)CCCCc2ccccc21 | . | . | . | 10 | 1 | -6 | . | . | 2
COCC(=O)Nc1ccccc1-c1ccccc1 | -1 | 5 | 0.9 | 3 | 0 | 2 | -1 | -5 | 0
COc1ccc(CNC(=O)CCC(=O)N2CCN(S(=O)(=O)c3ccc(Cl)cc3)CC2)cc1 | 0 | 0 | 0.0 | 10 | 0 | 5 | 6 | -4 | -2
CN(Cc1ccccc1)c1ccc(C(CC(N)=O)NC(=O)c2ccc(Br)cc2)cc1[N+](=O)[O-] (stereo not given) | 2 | 11 | -1.0 | 1 | 3 | 8 | -2 | -8 | 5
Nc1c(-c2ccccc2)n[nH]c1-c1ccccc1 | 11 | 7 | 0.3 | 2 | 134* | 8 | 0 | 13 | 4
Cc1cc(C)c(C(=O)N2CCCC(Nc3ccc(F)cc3)C2)o1 (stereo not given) | 5 | -2 | -0.5 | 6 | 9 | 0 | 4 | 5 | -1
Cc1ccccc1C(=O)N1CCC(C(=O)Nc2nc3ccc(F)cc3s2)CC1 | 0 | -4 | 0.8 | -2 | 10 | 0 | -3 | -6 | 7
O=C(NC1CCCCC1)NC1CC2CCC(C1)N2C(=O)NCc1ccccc1 (stereo not given) | 4 | -1 | 1.2 | . | 0 | 1 | -1 | 12 | 4
C#CCN(C(=O)c1ccc(OC2CCN(Cc3ccccn3)CC2)cc1)C1CCCCC1 | 8 | -1 | 2.5 | 1 | -2 | 8 | 2 | 10 | 6
CC1CC(C)(C)CC2(C1)NC(=O)N(CC(=O)NCc1ccccc1F)C2=O (stereo not given) | -5 | -1 | 0.0 | 6 | 2 | 9 | 2 | -12 | 2
COC(=O)[C@]1(C)CCC[C@@]2(C)C3CC[C@@]4(C)C[C@]3(CC[C@H]12)C[C@H]4O (stereo not given in full) | 1 | -7 | -0.4 | 4 | 1 | 2 | -2 | -2 | -1
CN(Cc1ccccc1)S(=O)(=O)c1cccc2nsnc12 | 10 | -3 | 1.6 | -1 | -6 | 4 | 1 | 5 | 1
OC(COCc1ccccc1)CN1CCN(c2ccccc2F)CC1 (stereo not given) | 6 | -1 | 0.6 | 2 | 4 | 2 | 3 | 3 | 6
CC(OC(=O)CCN=C1NS(=O)(=O)c2ccccc21)C(=O)Nc1ccc(N(C)C)cc1 (stereo not given) | -2 | 2 | -2.8 | 10 | 8 | -2 | 3 | -6 | 5
COc1ccc(CCNS(=O)(=O)c2ccc3c(c2)CCN3C(=O)CCC(=O)O)cc1OC | -4 | 2 | -1.6 | 3 | 3 | -2 | 0 | -11 | -8
O=c1cc(-c2ccc(O)cc2)oc2ccccc12 | -1 | -1 | -1.2 | 7 | 2 | 2 | -2 | -3 | 3
COc1ccc(CCNC(=O)Cn2cccc2C(=O)c2ccccc2)cc1OC | 2 | -1 | -0.2 | 6 | 0 | -4 | -1 | -4 | -2
CC(=O)N1CCc2cc(Br)cc(S(=O)(=O)N3CCN(C(=O)c4ccco4)CC3)c21 | 0 | -1 | 0.2 | 6 | -2 | 1 | 2 | 5 | 3
CCC1CCCCN1C(=O)CSc1n[nH]c(N)n1 (stereo not given) | . | . | . | 9 | 0 | 6 | . | . | 2
Cc1nnc(SCc2nc3ccccc3[nH]2)s1 | 1 | 0 | 1.7 | -1 | 7 | 2 | 2 | 6 | 2
OCC[C@@H]1C[C@H](O)[C@@H](O)[C@]2(CCc3ccccc3CO2)O1 | 2 | 3 | 1.2 | 0 | -1 | -3 | -1 | 4 | 7
O=C1CCCC/C1=C\Nc1ccc(C(=O)O)c(O)c1 | 10 | 2 | -9.2 | 1 | -2 | 12 | -2 | 12 | 3
COc1ccc(CNn2c(-c3cccs3)nc3ccccc3c2=O)cc1OC | -4 | -1 | 0.0 | 2 | 26 | -2 | -1 | -6 | 8
COc1ccc(C(=O)CSc2nc(C(C)(C)C)nc3ccccc23)cc1 | 6 | -7 | -0.3 | 1 | -1 | 3 | -6 | 1 | 2
CCOc1ccc(CCNC(=O)C2CCCN2C(=O)OCc2ccccc2)cc1OCC (stereo not given) | 0 | -8 | 1.2 | 4 | 4 | -3 | -5 | 1 | -3
CC1CCC(N2CCN(S(=O)(=O)Cc3ccccc3)CC2)CC1 (stereo not given) | 0 | -1 | -4.4 | 9 | -2 | 5 | 2 | -4 | -10
C=C(C)Cn1c(N2CCN(CC)CC2)nc2c1c(=O)[nH]c(=O)n2C | 3 | 3 | 0.8 | 1 | 0 | -2 | 1 | 2 | 0
O=C(COc1ccc(Cl)cc1Cl)N1CCN(c2ccccn2)CC1 | 6 | 0 | 0.3 | -2 | 9 | 5 | -1 | 11 | -4
Cc1cccc(S(=O)(=O)Nc2cccc(-c3cn4ccsc4n3)c2)c1 | 5 | 4 | -4.9 | 1 | -2 | 12 | -9 | 4 | 5
COc1ccc(Cl)cc1NS(=O)(=O)N1CCOCC1 | -1 | 6 | -0.1 | 0 | 0 | 8 | 2 | -7 | 4
Cc1ccc(CSCC(=O)Nc2ccc(N3CCOCC3)cc2N2CCOCC2)cc1 | 3 | -7 | 0.5 | 4 | 0 | -5 | -1 | 1 | -5
CCOC(=O)C(CCc1nnc(N)s1)C(=O)OCC | 0 | 5 | 0.4 | 9 | 1 | 6 | 2 | -4 | 2
CC/C(=N\NC(=O)CNC(=O)/C=C/c1ccco1)c1ccccc1 | 1 | 4 | . | 6 | 0 | 3 | 0 | -1 | 5
O=C(/C=C\NCC(=O)c1ccccc1)c1ccc2ccccc2c1 | -3 | -2 | 1.5 | -1 | 32 | 2 | -7 | -14 | -7
O=C(N/N=C/c1ccco1)c1ccc2nc[nH]c2c1 | 10 | 5 | -0.9 | 11 | 0 | -3 | 2 | 10 | -4
COc1cccc(C2C(C#N)=C(C)NC3=C2C(=O)CC(C)(C)C3)c1 (stereo not given) | -4 | 0 | -1.1 | 6 | 2 | -3 | -5 | -3 | -2
COc1ccc(-c2cc3ccccc3n2CC(O)Cn2nc(C)cc2C)cc1 (stereo not given) | 11 | -2 | -3.9 | 0 | 8 | 11 | 4 | 9 | 11
NC(=O)CC(CC(=O)OCc1ccccc1)c1ccccc1 (stereo not given) | 1 | -1 | -1.5 | 9 | -1 | 4 | -1 | 6 | -2
COc1ccc(C(=O)NCCc2c[nH]c3ccc(OC)cc23)cc1 | 2 | -1 | 0.1 | 7 | 1 | 4 | -4 | -2 | 5
N#CCC(=O)Nc1ncn(Cc2ccccc2Cl)n1 | -3 | 5 | -3.4 | 2 | 0 | 35* | 3 | 2 | 1
Cc1ccc(NC(=O)CS(=O)CC(=O)N2CCN(c3ccccc3)CC2)cc1 (stereo not given) | 2 | -5 | 0.6 | 14 | 0 | 1 | 6 | 3 | 1
CCN1CCN(S(=O)(=O)c2ccc(Cl)c(C(=O)Nc3ccccc3N3CCCCC3)c2)CC1 | -3 | -2 | 0.5 | 11 | 7 | 2 | -3 | 1 | 2
CC(C)c1ccc(/C=N/NC(=O)c2ccccn2)cc1 | 2 | -18 | 0.7 | 6 | 7 | 2 | 2 | 5 | 1
CCOc1ccccc1NS(=O)(=O)c1ccc2c(c1)NC(=O)CCS2 | 6 | 18 | 2.3 | 0 | 12 | 0 | 8 | 0 | -2
Cc1ccccc1NS(=O)(=O)c1ccc2c3c(cccc13)C(=O)N2C | 2 | -1 | 1.8 | -3 | 0 | 11 | -2 | 2 | 5

Already shown: an excerpt of the list.
smiles | BCLXL inh | PME-1 primary | MEX-5 binding | PAFAH1B2 FP inh | AHR act | pPAFAH FP inh | Fam108B inh | MCL1-BIM inh | GLD-1 RNA inh
CCOc1ccccc1NS(=O)(=O)c1ccc2c(c1)NC(=O)CCS2 | 6 | 18 | 2.3 | 0 | 12 | 0 | 8 | 0 | -2
Cc1ccccc1NS(=O)(=O)c1ccc2c3c(cccc13)C(=O)N2C | 2 | -1 | 1.8 | -3 | 0 | 11 | -2 | 2 | 5
